Screening results as filed in PubChem BioAssay.
PMI inhibition – human PMI inhibitors, high substrate, primary screen, biochemical, fluorescence intensity, high mannose 6-phosphate (AID 1220) | Mannose-6-phosphate isomerase (Homo sapiens) | recombinant PMI enzyme, coupled fluorescence intensity; higher % means a stronger effect | inhibition, % at 20 µM; hits with a dose series show IC50 in µM | actives 0.66% (n = 190,000)
RSV CPE inhibition – RSV antiviral activity via CPE protection, HEp-2 cells, primary 10 µM value included (AID 2391); HEp-2 cells, RSV-induced CPE inhibition; higher % means a stronger effect; one-dose CPE inhibition, % at 10 µM; IC50 in µM for titrated hits; actives 0.13% (n = 310,000); in the data active means a potency from the dose series; inconclusive means CPE inhibition mostly from about 23% at the one dose, without a potency; inactive means the rest, 99 in 100 with CPE inhibition below about 21%; further: strong numbers were not always called active
PMI inhibitors – inhibitors of human PMI, primary screen, biochemical, fluorescence intensity, coupled assay (AID 1209); inhibition, % at 20 µM; hits with a dose series show IC50 in µM; actives 0.42% (n = 190,000); Mannose-6-phosphate isomerase (Homo sapiens); purified PMI enzyme, coupled fluorescence intensity; higher % means a stronger effect;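 further: plate controls were DMSO vehicle for no effect and wells lacking substrate for full effect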
West Nile virus CPE – West Nile virus antiviral activity, cell-based, CPE readout (AID 1621); West Nile virus-infected cells, CPE inhibition; higher % means a stronger effect; CPE inhibition, % at 10 µM; hits with a dose series show IC50 in µM; actives 0.02% (n = 290,000); in the data active means a potency from the dose series; inconclusive means CPE inhibition mostly from about 3.7% at the one dose, without a potency; inactive means the rest, 99 in 100 with CPE inhibition below about 2.2%; further: strong numbers were not always called active
K1F lysis inhibition – inhibition of K1F phage lysis, E. coli UTI89, bacterial capsule biogenesis inhibitors, alamar blue (AID 488966); E. coli UTI89 K1F phage lysis, alamar blue, 2 h; higher % means a stronger effect; inhibition, % at 100 µM, or IC50 in µM where a hit was titrated; actives 0.02% (n = 340,000);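 active means phage lysis inhibition, versus mean bacterial control, above a set limit; inconclusive means no clear call, values can overlap the other calls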;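 further: capsule biogenesis inhibitors block K1F phage lysis so surviving cells raise fluorescence; higher fluorescence means more inhibition of phage lysis; actives were called in the ten point dose series up to 300 µM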
TNAP activation fold – human TNAP enzyme activators, primary screen, biochemical, luminescent, no phosphate acceptor, uHTS (AID 1001); actives 0.03% (n = 200,000); one-dose activation fold at 20 µM; EC50 in µM for titrated hits; Alkaline phosphatase, tissue-nonspecific isozyme (Homo sapiens); purified TNAP, luminescent activation assay, no phosphate acceptor; higher activation fold means a stronger effect; in the data active means activation fold from about 3, or a potency from the dose series; inactive means the rest, 99 in 100 with activation fold below about 1.6; further: many of its hits are not listed in these tables
T cell HTS – modulators of CD8 T cell-vesicle binding, primary screen, mouse 2C CD8+ T cells, flow cytometry; calls only at 7 µM; AID 2052, 2009; 2C CD8+ T cell-vesicle binding; active compounds read low; actives 0.068% (n = 330,000);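 active means response, share of CD8 T cells binding vesicles, and their 90th percentile fluorescence all below set limits, cut at about 80% in these data, passing the limit was not always enough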
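Test system: purified 2C TCR transgenic mouse naive CD8+ T cells. Probe or stimulus: QL9-peptide-loaded Drosophila micro-vesicles bearing Ld, ICAM-1 and B7-1. Incubation: binding step 1.5 h, 37 °C, antibody labelling 20 min, ice. Measured by: flow cytometry of vesicle-bound cells.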
P. falciparum M17LAP – P. falciparum M17LAP inhibitors, primary screen, biochemical, fluorogenic H-Leu-NHMec substrate, 1536-well (AID 1619); recombinant M17LAP, H-Leu-NHMec fluorogenic kinetic assay; higher % means a stronger effect; one-dose inhibition, % at 30 µM; IC50 in µM for titrated hits; actives 0.38% (n = 220,000);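 active means compound inhibiting the enzyme by more than half at any dose during confirmatory dose-response retesting; inconclusive means strong single-dose inhibitors picked by rank but not retested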;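 further: plate controls were full reaction with DMSO carrier for no effect and no enzyme background for full effect; strong numbers were not always called active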
P. falciparum M1AAP – P. falciparum M1AAP inhibitors, biochemical, fluorogenic H-Leu-NHMec substrate, 1536-well (AID 1445) | recombinant M1AAP, H-Leu-NHMec fluorogenic kinetic assay; higher % means a stronger effect | inhibition, % at 30 µM; hits with a dose series show IC50 in µM | Aminopeptidase N (Plasmodium falciparum (isolate 3D7)) | actives 0.42% (n = 220,000);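 active means primary inhibition above the hit cutoff, then over 50% inhibition at one or more dose response concentrations, cut at about 23% in these data, passing the limit was not always enough; inconclusive means conflicting primary data, or primary hits not chosen for dose response; inactive means low primary inhibition, or under 50% at every dose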;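 further: plate controls were DMSO full reaction for no effect and no enzyme background for full effect; strong numbers were not always called active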
T cell HTS vesicle-bound % – recorded beside T cell HTS, whose call it bears; double positive events, %; measured here: CD8+ vesicle-bound cell fraction;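 binding gate set so that unloaded-vesicle control wells show 10% double positive cells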
Numbers without * were called inactive; i = inactive; ? = inconclusive; · = no result given; [ ] = dose if it differs, or a comment. Unless noted, no stated cut-off is given here; in the data, active means inhibition above about 50%; inactive means the rest. No enrichment for hits, and some 1.5% of all compounds hit somewhere here.

SMILES	PMI inhibition	RSV CPE inhibition	PMI inhibitors	West Nile virus CPE	K1F lysis inhibition	TNAP activation fold	T cell HTS	T cell HTS vesicle-bound %	P. falciparum M17LAP	P. falciparum M1AAP
C/C(CC(=O)Nc1ccccn1)=N\NC(=O)C(=O)Nc1cccc(Cl)c1C	3%	·	6%	0.1%	1.3%	1.3	i	9	58%	0%
Cn1c(=O)c2cc(S(=O)(=O)NCCC(=O)Nc3ccccc3F)ccc2n(C)c1=O	-2%	0.9%	-7%	0.6%	4.5%	1	i	20	13%	1%
CCCN1CCN(S(=O)(=O)c2ccc3c(c2)CC(C)N3C(=O)C2CC2)CC1 (stereo not drawn)	·	1.0%	·	-0.6%	-0.1%	·	i	8	·	·
COC(=O)[C@H](C)NC(=O)/C=C/c1ccc(OC)cc1	-3%	0.7%	0%	-0.3%	0.1%	1	i	34	7%	8%
COCCn1c(SCC#N)nnc1-c1ccc2c(c1)OCO2	9%	-0.1%	-5%	0.3%	1.4%	1.1	i	62	-1%	-2%
O=C(c1cc([N+](=O)[O-])ccc1N1CCCC1)N1CCCCC1	23%	1.5%	7%	0.2%	-0.1%	0.9	i	19	-4%	-1%
Cc1cc([N+](=O)[O-])nn1Cc1ccc(C(=O)N/N=C/c2ccc(O)cc2O)cc1	-26%	18%	-16%	-0.5%	0.1%	1.5	i	29	23%	32%
O=C(NCc1ccccc1)N1CCN(c2ccccc2)CC1	·	0.4%	·	-0.4%	1.6%	·	i	56	·	·
COc1cccc(CNc2ccc3[nH]c(=O)[nH]c3c2)c1OCc1ccccc1	·	10%	·	-1.1%	-3.3%	·	i	28	·	·
Cc1ccc(C)c(S(=O)(=O)N2CCN(C(=O)c3cncc(Br)c3)CC2)c1	·	2.8%	·	-0.8%	0.1%	·	i	17	·	·
COC(=O)C1CSC(c2ccc(Cl)cc2)N1C(=O)c1ccccc1 (stereo not drawn)	16%	4.2%	20%	-0.2%	0.3%	1	i	22	-1%	1%
OC(CN1CCOCC1)CN1CCOCC1	-7%	1.6%	-2%	·	0.5%	1	i	59	-13%	-1%
O=C1NC(=O)C(c2ccc(Cl)cc2)N1 (stereo not drawn)	·	0.7%	·	-0.1%	0.3%	·	i	62	·	·
CC(=O)NC(Cc1cc(C)ccc1C)C(=O)N1CCN(C(=O)c2ccc(Br)cc2)CC1 (stereo not drawn)	-5%	1.8%	-2%	-0.1%	0.3%	1	i	62	-9%	4%
Oc1ccc(/C=N/N=C/c2ccc(O)cc2)cc1	-3%	-1.0%	0%	-0.1%	-0.3%	1	i	61	42%	18%
COc1cccc(-c2csc(N3CCN(C(=S)Nc4cccc(C)c4)CC3)n2)c1	12%	11%	20%	-0.6%	1.3%	1.1	i	25	·	·
COC(=O)c1cccc(NC(=S)Nc2cc(Cl)ccc2OC)c1	6%	4.5%	25%	-0.2%	-0.2%	1.1	i	7	-5%	4%
Clc1ccc(OCc2nnc3n2N=C(c2ccc4c(c2)OCCO4)CS3)c(Cl)c1	22%	?	22%	0.6%	0.1%	1	i	24	3%	9%
c1ccc(C(c2nnnn2C2CCCC2)N2CCN(c3nc4ccccc4s3)CC2)cc1 (stereo not drawn)	12%	5.5%	4%	-0.4%	2.6%	1.2	i	19	-6%	2%
O=C(N=C1SC2CS(=O)(=O)CC2N1Cc1ccccc1Cl)C1CCCO1 (stereo not drawn)	·	0.7%	·	0.0%	0.4%	·	i	18	·	·

Taken from above.
In PMI inhibitors, Cn1c(=O)c2cc(S(=O)(=O)NCCC(=O)Nc3ccccc3F)ccc2n(C)c1=O has the entry -7%
In T cell HTS vesicle-bound %, O=C1NC(=O)C(c2ccc(Cl)cc2)N1 (stereo not drawn) has the entry 62

(continued)
SMILES	PMI inhibition	RSV CPE inhibition	PMI inhibitors	West Nile virus CPE	K1F lysis inhibition	TNAP activation fold	T cell HTS	T cell HTS vesicle-bound %	P. falciparum M17LAP	P. falciparum M1AAP
CCSc1nc(C2CC2)cc(-c2ccco2)c1C#N	-4%	3.1%	1%	0.1%	0.0%	1	i	23	0%	6%
Cc1ccc(-c2nc(NC(=O)CSc3nnc4scc(-c5ccccc5)n34)ns2)cc1	·	1.3%	·	0.1%	5.5%	·	i	28	3%	1%
CC(Cc1cccnc1)NC(=O)c1cc(COc2ccc(F)cc2Cl)on1 (stereo not drawn)	·	5.3%	·	-0.9%	-0.1%	·	i	8	·	·
Cc1ccc(N2C(=O)C3C4C=CC(CC4)C3C2=O)c([N+](=O)[O-])c1 (stereo not drawn)	·	0.0%	·	-0.2%	-0.1%	·	i	52	·	·
COc1ccc(C)cc1NCc1cccc(OC)c1OC	9%	0.7%	14%	-0.5%	-0.8%	1.3	i	24	-7%	8%
COc1ccc(OC)c(-n2nnnc2SCC(=O)Nc2ccccc2OC)c1	·	4.2%	·	-0.4%	-0.4%	·	i	60	·	·
O=C(O)CC(SCC(=O)NC1CCCc2ccccc21)C(=O)O (stereo not drawn)	·	-0.1%	·	0.2%	2.0%[50 µM]	·	i	47	-16%	-4%
CSc1ccccc1-c1nnc(-c2ccc(Cl)cc2)o1	0%	1.9%	6%	-0.4%	0.1%[50 µM]	1	i	36	-9%	-3%
CCCN(Cc1ccccc1)C(=O)Nc1ccc2c(c1)nnn2C	8%	4.3%	10%	-1.3%	0.0%	1.1	i	6	-19%	3%
Cc1cc(C(F)(F)F)n2ncc(C(=O)O)c2n1	-9%	1.6%	3%	0.2%	-0.8%	1.2	i	16	24%	11%
CCOc1ccc(NC(=O)C2CCCN(C(=O)Nc3ccccc3)C2)cc1 (stereo not drawn)	-11%	0.8%	-14%	-0.9%	0.0%	1	i	24	3%	2%
COC(=O)c1sccc1NC(=O)CC1C(=O)NCCN1C(=O)c1ccc(N(C)C)cc1 (stereo not drawn)	·	0.7%	·	0.9%	0.3%	·	i	58	-4%	10%
CN1CCN(CCCNC(=O)c2ccc(CSCc3cccc(Cl)c3)o2)CC1	-3%	-1.8%	15%	1.3%	·	1.1	i	18	6%	-4%
CCn1c(SCC(=O)Nc2cc(C)on2)nnc1-c1ccc(S(=O)(=O)N2CCN(C)CC2)cc1	-1%	1.2%	3%	-0.1%	0.7%	1	i	20	0%	3%
CCc1onc(C)c1C(=O)O	-16%	0.0%	-13%	-0.1%	0.8%	1.1	i	66	3%	-2%
CC(=O)c1cccc(NC2c3ccccc3C(=O)N2Cc2ccc3c(c2)OCO3)c1 (stereo not drawn)	6%	6.7%	4%	0.0%	-0.1%	1.1	i	17	12%	-4%
CCOP(=O)(c1ccc(N(C)C)cc1)C(O)c1cc(OC)c(OC)c(OC)c1 (stereo not drawn)	10%	-2.0%	13%	0.5%	0.1%	1.1	i	36	1%	-1%
CC(C)OC(=O)Nc1ccc2c(c1)N(C(=O)CCN(C)C)c1ccccc1CC2	·	0.4%	·	-0.9%	0.2%	·	i	58	·	·
Cc1cnc(NCCc2ccccc2)s1	·	0.1%	·	0.0%	0.4%	·	i	46	·	·
COc1ccc(Cc2nc3ccc(C(=O)NC(C)c4cn(C)nc4C)cc3o2)cc1 (stereo not drawn)	·	2.9%	·	-0.2%	0.1%	·	i	58	·	·
COCCCNCC1C(Oc2ccc(Cl)cc2)C(=O)N1c1ccccc1C (stereo not drawn)	-6%	2.8%	10%	-1.1%	4.0%[50 µM]	1.1	i	44	-2%	1%
Nc1ccc(S(=O)(=O)Nc2nccc(/C=C/c3ccc(Cl)cc3)n2)cc1	·	0.1%	·	-0.1%	0.6%	·	i	31	·	·
COc1ccc(OC)c(NC(=O)c2c(NC(=O)CCC(=O)O)sc3c2CCCCC3)c1	-72%	16%	-34%	0.0%	4.4%	1.1	i	14	39%	0%
O=C(CNC(=O)c1cccc(OC(F)F)c1)OCn1nnc2ccccc2c1=O	3%	1.2%	-12%	-0.3%	1.1%	1.1	i	49	-6%	4%
C/C(=N\OC(=O)Nc1ccc(Cl)cc1)c1ncc(C(F)(F)F)cc1N1CCOCC1	0%	0.8%	6%	-0.6%	1.1%	1.1	i	47	9%	3%
O=C(COC(=O)c1cccs1)Nc1ccc(S(=O)(=O)N2CCOCC2)cc1	-10%	0.3%	-1%	0.3%	-4.7%	1.1	i	47	-4%	-4%
Cc1nn(-c2ccccc2)c(C)c1NC(=O)COc1ccc(F)cc1Cl	13%	2.6%	9%	-1.7%	2.5%	1	i	9	2%	0%
C=CCN(Cc1ccc(OC)c(OC)c1)C(=O)N1CCOCC1	·	1.0%	·	-0.2%	0.0%	·	i	48	·	·
O=C(O)/C=C/C(=O)Nc1cccc(C(F)(F)F)c1	-2%	0.2%	0%	-0.7%	0.3%	1.1	i	55	5%	-7%
COCCNC(=O)CCCn1c(=O)c2cc(OC)c(OC)cc2n(CC(=O)c2ccccc2)c1=O	0%	1.5%	-1%	0.4%	0.3%	1	i	30	15%	0%
CCOc1ncccc1C(=O)OCC(=O)Nc1ccc(S(=O)(=O)N2CCOCC2)cc1	14%	1.3%	14%	-0.3%	0.1%	1.2	i	32	10%	1%
Cc1ccccc1N(C)S(=O)(=O)c1nnc(NC(=O)c2ccco2)s1	·	2.4%	·	0.2%	-0.1%	·	i	8	·	·
Cc1ccc(NC(=O)C2Cc3ccccc3C(=O)O2)cc1 (stereo not drawn)	-1%	-0.7%	0%	·	0.2%	1.1	i	53	-10%	-3%
COC(CNC(=O)c1cn(C)c2ccc(S(=O)(=O)N3CCOCC3)cc2c1=O)OC	·	2.0%	·	-0.3%	0.5%	·	i	38	·	·
C/C(N)=C(/C#N)C(=O)COC(=O)c1ccncc1	4%	1.1µM*	4%	-0.5%	5.8%	1.1	i	8	-1%	-1%
CC(C)(C)OC(=O)N1CCC(CC2CC(c3ccccc3)=NO2)(C(=O)O)CC1 (stereo not drawn)	·	0.7%	·	0.4%	-0.8%	·	i	14	·	·
COc1ccc(-n2c(COc3cccc(C)c3)nnc2SCC(=O)O)cc1	·	0.6%	·	-0.1%	0.6%	·	i	66	·	·
Cc1ccc(C(=O)NCCS(=O)(=O)N2CCN(c3ccccc3F)CC2)cc1[N+](=O)[O-]	·	?	·	-0.3%	0.1%	·	i	13	·	·
